From PubChem BioAssay
TLR9-MyD88 block: inhibitors of TLR9-MyD88 association in cells, primary screen, cell-based, CHO, BLA complementation, fluorescence | Toll-like receptor 9 (Homo sapiens) + Myeloid differentiation primary response protein … | CCF4 FRET ratio | inhibition, % at 4.98 µM | 340,000 compounds, 0.21% hits | AID 504734, 2011;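 active = inhibition above the mean over all tested compounds plus 3 SD, cut at about 21% in these data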;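 also: 0% = DMSO only wells and 100% = clavulanate BLA inhibitor control wells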
TRAIL sens C8: viability loss with TRAIL in NB7+C8 cells, primary screen, TRAIL sensitizer project, cell-based, ATPlite luminescence; 360,000 compounds, 1% hits; AID 624354, 2012; inhibition (viability loss, TRAIL sensitization), % at 10 µM;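 active = compounds causing at least 50% loss of cell viability in the single-dose screen, relative to plate controls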
Vif imaging: HIV Vif self-association inhibitors, primary screen, imaging, HEK293T, single point; 340,000 compounds, 0.35% hits; AID 602346, 2012; HEK293T cells, Vif self-association by quenched fluorescence, 24 h; inhibition, % at 7.49 µM; in the data active = inhibition above about 50%, passing the limit was not always enough; inconclusive = no clear call, values can overlap the other calls; inactive = below about 31%; also: some results filed as inactive read as strong as hits
EBV LMP1 NFkB: EBV LMP1-driven NF-kappaB luciferase reporter inhibitors, primary screen, cell-based, luminescence, single point | inhibition, % at 12.5 µM | LMP1-induced NF-kappaB luciferase reporter cells | 350,000 compounds, 0.69% hits; in the data active = inhibition above about 41%; inconclusive = no clear call, values can overlap the other calls;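 also: 0% = neutral control wells and 100% = reference inhibitor control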
NR5A2 inv ag: LRH-1 (NR5A2) inverse agonists, primary screen, cell-based, luminescence, HEK293T, StAR-luciferase reporter. 360,000 compounds, 0.13% hits. AID 602396, 2012. LRH-1 transfected, 24 h. inhibition, % at 3.6 µM;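 active = inhibition above the mean inhibition of all tested compounds plus 3 SD, cut at about 73% in these data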;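 also: 0% = DMSO wells and 100% = reporter-only cells lacking LRH-1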
NOD2-RIPK2 inh: NOD2-RIPK2 binding disruptors in cells, primary screen, fluorescence, CHO cells, BLA complementation | CCF4 ratio | Receptor-interacting serine/threonine-protein kinase 2 (Homo sapiens), O43353 | 360,000 compounds, 0.38% hits | inhibition, % at 4.98 µM; in the data active = inhibition above about 21%;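 also: 0% = vehicle only and 100% = reference blocker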
TROY NFkB inh: inhibitors of TROY-driven NF-kB signaling, primary screen, Q293 LMP1-TROYcd cells, NF-kB luciferase, uHTS; Q293 LMP1-TROYcd NF-kB luciferase reporter, 4 h; inhibition, % at 10 µM; AID 1347056, 2019; 360,000 compounds, 0.98% hits;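 active = compounds whose plate-normalised and pattern-corrected inhibition of the luciferase reporter signal at the single screening dose is 50% or more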
SRC1 inh: SRC1 coactivator transcriptional activity inhibitors, primary screen, cell-based, luminescence; 360,000 compounds, 0.12% hits; inhibition, % at 3.6 µM; Nuclear receptor coactivator 1 (Homo sapiens), Q15788; HEK293 GAL4-SRC1 luciferase reporter; AID 588354, 2011;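 active = inhibition above the campaign mean plus 3 SD, with each screening campaign given its own cutoff, cut at about 60% in these data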;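 also: 0% = DMSO treated cells and 100% = gossypol at 36 µM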
NCOA2 inhibitor: inhibition of GAL4-SRC2 driven luciferase reporter, primary screen, SRC2 inhibitor project, cell-based, luminescence | HEK293 GAL4-SRC2 luciferase reporter | inhibition, % at 9 µM | 370,000 compounds, 0.17% hits | AID 651957, 2012;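 active = inhibition above the mean inhibition of all tested compounds plus 3 SD, set per campaign, cut at about 52% in these data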;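 also: 0% = DMSO treated cells and 100% = cells given Gossypol at 36 µM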
Target sequence (Q15596 whole entry, looked up, the tested form may be a part): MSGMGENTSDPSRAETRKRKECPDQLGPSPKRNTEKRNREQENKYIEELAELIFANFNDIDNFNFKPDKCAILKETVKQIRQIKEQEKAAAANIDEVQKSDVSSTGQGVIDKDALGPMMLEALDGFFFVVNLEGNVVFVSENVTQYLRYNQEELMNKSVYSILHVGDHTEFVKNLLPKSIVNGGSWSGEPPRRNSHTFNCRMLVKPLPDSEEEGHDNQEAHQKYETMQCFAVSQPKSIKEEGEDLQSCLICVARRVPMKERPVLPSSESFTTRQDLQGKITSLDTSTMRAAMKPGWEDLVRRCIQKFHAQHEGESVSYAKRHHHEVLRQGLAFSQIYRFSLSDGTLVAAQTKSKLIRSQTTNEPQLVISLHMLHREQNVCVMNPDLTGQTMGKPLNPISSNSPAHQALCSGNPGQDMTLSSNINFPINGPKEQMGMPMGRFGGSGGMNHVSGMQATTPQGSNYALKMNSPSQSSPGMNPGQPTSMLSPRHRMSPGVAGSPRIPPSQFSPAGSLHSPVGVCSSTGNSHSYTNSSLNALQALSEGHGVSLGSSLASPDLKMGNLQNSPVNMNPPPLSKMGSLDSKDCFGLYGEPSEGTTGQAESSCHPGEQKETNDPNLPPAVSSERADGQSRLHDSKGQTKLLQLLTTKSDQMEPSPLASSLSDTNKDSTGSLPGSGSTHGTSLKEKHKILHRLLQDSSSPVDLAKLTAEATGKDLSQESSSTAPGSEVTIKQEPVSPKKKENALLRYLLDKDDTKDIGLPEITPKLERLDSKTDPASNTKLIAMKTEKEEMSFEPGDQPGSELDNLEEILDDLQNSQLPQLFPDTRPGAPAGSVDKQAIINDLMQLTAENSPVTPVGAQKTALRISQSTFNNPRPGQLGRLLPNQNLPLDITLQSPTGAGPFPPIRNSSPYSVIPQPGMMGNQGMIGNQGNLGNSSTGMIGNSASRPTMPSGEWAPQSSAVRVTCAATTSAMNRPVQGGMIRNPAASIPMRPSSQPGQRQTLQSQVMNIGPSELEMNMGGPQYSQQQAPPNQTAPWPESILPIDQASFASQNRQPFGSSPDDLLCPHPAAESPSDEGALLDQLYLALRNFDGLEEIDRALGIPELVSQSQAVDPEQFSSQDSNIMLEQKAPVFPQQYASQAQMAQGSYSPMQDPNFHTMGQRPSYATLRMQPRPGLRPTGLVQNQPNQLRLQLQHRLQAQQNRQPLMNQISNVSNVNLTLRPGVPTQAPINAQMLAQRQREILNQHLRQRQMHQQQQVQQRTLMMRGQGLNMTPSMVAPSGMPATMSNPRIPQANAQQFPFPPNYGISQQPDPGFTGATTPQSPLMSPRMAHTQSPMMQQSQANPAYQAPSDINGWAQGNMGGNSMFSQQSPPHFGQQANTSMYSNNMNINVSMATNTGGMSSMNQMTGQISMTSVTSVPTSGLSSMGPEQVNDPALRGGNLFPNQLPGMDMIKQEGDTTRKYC
NR2F2 inh: NR2F2 transcriptional activity inhibitors, primary screen, cell-based, luciferase reporter, HEK293T, luminescence; HEK293T NGFI-A luciferase reporter; inhibition, % at 8.6 µM; 370,000 compounds, 0.7% hits;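 active = inhibition above a per-plate cutoff, mean inhibition of test wells between control levels plus 3 SD, cut at about 38% in these data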;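 also: cells cotransfected with COUP-TFII expression vector driving the NGFI-A reporter; 0% = median of COUP-TF2 test wells and 100% = reporter-only cells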
NCOA3 inh: SRC3 coactivator transcriptional activity inhibitors, primary screen, cell-based, luminescence; Nuclear receptor coactivator 3 (Homo sapiens), Q9Y6Q9; HEK293 GAL4-SRC3 luciferase reporter; inhibition, % at 3.6 µM; 360,000 compounds, 0.17% hits; AID 588352, 2011;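 active = inhibition above a per-campaign cutoff, the mean of all compounds plus 3 SD, cut at about 60% in these data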;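 also: 0% = DMSO-treated cells and 100% = gossypol-treated cells at 36 µM; higher means less SRC3-driven luciferase light from the GAL4 reporter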
* hit, by the source's call; ? = inconclusive; . = no result given. An excerpt, so the mix of outcomes need not match the whole.

structure,TRAIL sens C8,NCOA3 inh,TROY NFkB inh,TLR9-MyD88 block,NOD2-RIPK2 inh,SRC1 inh,NCOA2 inhibitor,NR5A2 inv ag,EBV LMP1 NFkB,Vif imaging,NR2F2 inh
Cn1c(CC(=O)Nc2ccc(F)cc2)c(Sc2ccccc2)c2ccccc21,6,-1,6,3,-2,-7,10,14,12,-15,2
COc1ccc(C(=O)N/C(=C\c2cn(S(=O)(=O)N(C)C)c3ccccc23)C(=O)NCCN2CCOCC2)cc1OC,-4,1,-20,-1,3,-3,-2,8,0,13,6
BrC(=C\c1ccccc1)/C=N/Nc1nc(N2CCOCC2)nc(N2CCOCC2)n1,-17,5,3,2,1,-5,-40,-5,-32,4,0
CCC(C)N(C)Cc1cccc(C2(O)CCN(S(=O)(=O)c3ccc(F)c(C)c3)CC2)c1 (stereo not drawn),13,17,14,-5,5,-10,4,20,1,.,14
Cc1ccc(Cl)cc1NC(=S)N(CCCN1CCN(C)CC1)Cc1ccco1,-4,23,-12,7,0,-4,-15,-5,8,19,16
NS(=O)(=O)c1ccc(CCNC(=O)CSc2nc3c(sc(=S)n3-c3ccccc3)c(=O)[nH]2)cc1,-15,-12,-3,-2,-4,-1,-68,23,6,17,5
CCOC(=O)[C@]12CCC=C1N(Cc1ccco1)C(=O)[C@H](CC(=O)N1CCSCC1)C2,-4,.,-2,.,-5,.,17,14,.,.,-3
Cc1ccc(C)c(OCc2cc(C(=O)N3CCNC(=O)C3)no2)c1,4,-15,-11,1,2,-15,3,-22,-4,-4,7
CCN(CC)S(=O)(=O)c1ccc(Cl)c(NC2=NCCCCC2)c1,1,24,-2,-8,0,4,-11,7,2,5,10
COC(=O)c1cc(NCc2ccc3c(c2)OCO3)ccc1N1CCOCC1,-15,15,12,4,2,-12,1,-6,2,0,4
CCCn1c(N)c(C(=O)COC(=O)CCNS(=O)(=O)c2ccccc2F)c(=O)[nH]c1=O,0,1,4,2,-6,18,-24,3,2,19,10
CCOC(=O)C1Cc2c([nH]c3ccccc23)C(C)N1 (stereo not drawn),-2,-7,-12,3,-1,-16,-12,17,5,-5,15
COc1ccc(OCCCC(=O)Nc2nc(C)c(C(C)=O)s2)cc1,15,1,-3,-1,7,9,-22,-9,-5,-2,7
O=C1C2CCCN2C(=S)N1Cc1ccccc1 (stereo not drawn),-8,20,5,2,1,-6,-26,-8,-2,-11,-2
CCC(Oc1ccccc1)C(=O)Nc1nnc(S(=O)(=O)N2CCCC2)s1 (stereo not drawn),-3,-7,9,-1,-10,0,-30,4,1,-5,-12
O=C(COC(=O)Cc1ccc(S(=O)(=O)N2CCOCC2)s1)NCCc1ccccc1,-7,24,-2,9,2,-10,-8,3,0,0,6
CCCN1CCN(C(=O)C2CCN(c3ncnc4c3nc3n4CCCCC3)CC2)CC1,-2,-11,7,-1,-1,-5,-3,-5,-10,11,9
CC(Sc1nnnn1C1CC1)C(=O)N1c2ccccc2NC(=O)C1(C)C (stereo not drawn),-6,15,1,-2,-4,4,0,2,-3,-2,-3
Cc1c(NC(=S)N/N=C/c2cccc(O)c2)c(=O)n(-c2ccccc2)n1C,-15,6,-1,6,-9,-15,4,14,1,19,-3
CC(=O)N1c2ccc(S(=O)(=O)N3CCCC3)cc2CC1C(=O)NC(C)C (stereo not drawn),-3,1,9,-17,-10,-6,1,19,-3,10,-2
CCN(CC)S(=O)(=O)c1cccc(S(=O)(=O)N2CCCCC2)c1,20,3,-9,-8,4,-4,5,-11,4,-9,-9
O=C(CCCSc1nnc(Nc2ccccc2F)s1)N1CCOCC1,-1,-17,-3,3,-1,-23,-10,-16,-5,-1,-22
COc1cc(/C=C/c2c([N+](=O)[O-])c(=O)n(C)c(=O)n2C)cc(OC)c1OC,4,9,5,-3,7,-13,-10,8,18,-2,-1
Cc1nc(Nc2nc3ccccc3o2)nc(C)c1C,26,-74,17,-4,-10,-76,-30,-154,8,4,-46
CCC1(c2ccccc2)NC(=O)N(CC(=O)Nc2cccc(S(=O)(=O)N3CCCCC3)c2)C1=O (stereo not drawn),-9,13,1,2,-2,5,-8,-22,-7,-3,-9
CCOc1ccccc1N1CCN(C(=O)CSc2ccc3c(c2)OCCO3)CC1,-16,-12,7,-5,2,3,16,0,-8,-1,0
CCn1c(SCC(=O)NCc2ccc3c(c2)OCO3)nnc1-c1c[nH]c2ccccc12,5,4,1,-4,-4,-9,-10,-2,5,-1,11
COc1cc2c(cc1OC)[C@H](Cc1ccc(O)cc1)NCC2,6,4,0,-2,-5,10,-5,15,4,?,-9
CCc1ccc2nc(Nc3ccc(OC)cc3OC)c(C#N)cc2c1,6,9,-32,.,-6,7,8,1,-20,12,-7
O=C(Nc1cccc(Cl)c1)OCCOCCOC(=O)Nc1cccc(Cl)c1,17,-2,24,3,10,3,1,-16,5,-8,1
CCOC(=O)C1C(C)N=C2SCC(=O)N2C1c1cccc(Br)c1 (stereo not drawn),12,0,21,-5,-5,-27,-1,2,0,-4,3
O=C(NCc1ccco1)/C(=C\c1ccco1)NC(=O)c1ccco1,-7,11,-19,1,2,-21,-20,-18,-7,4,-10
Cc1cc(C)nc(/N=C2\NC(=O)CC(C(=O)O)N2c2ccc(Cl)cc2Cl)n1 (stereo not drawn),3,-17,9,-7,1,0,-13,12,-8,-2,8
Cc1ccc(CC2CC(=O)N(CC(=O)O)C2=O)cc1 (stereo not drawn),-5,-4,1,0,-7,-21,-31,2,1,4,7
COc1ccccc1-c1noc(-c2ccco2)n1,.,-109,.,-1,-5,-104,-46,-136,-18,-1,-57
CCOCC(=O)Nc1nc2ccc(OC)cc2s1,24,-61,-4,-8,-1,-66,-28,-63,-13,10,-41
O=C(c1ccccc1)c1ccc(OCC(O)CNC2CCCc3ccccc32)cc1 (stereo not drawn),-23,19,16,7,-8,1,0,-11,1,-4,9
CC(C)c1ccc(OCC(=O)Nc2ccncc2)cc1,3,-5,-14,5,2,7,17,-5,9,-1,2
O=C(NCc1ccncc1)c1cccc(S(=O)(=O)NCc2ccccc2)c1,-32,12,-9,-5,-1,-3,-15,-11,3,-2,-15
CCOC(=O)C(C)Sc1nc2ccccc2c(=O)n1CC1CCCCC1 (stereo not drawn),7,-1,-13,1,5,14,-2,7,17,-11,2
COc1ccc(/C=N/n2c(C)nnc2C)c(OC)c1OC,-4,-2,-20,2,-11,-26,5,-1,4,-29,0
COc1ccc(NC(=O)c2cc(-c3ccc(C)o3)nc3ccccc23)cc1,18,-23,13,6,-5,-51,-31,-21,-5,-2,19
Cn1ccnc1SCc1cccc([N+](=O)[O-])c1,-9,-17,13,-1,-4,-12,-22,-3,0,17,3
CCOC(=O)Cc1csc(NC(=O)CN2C(=O)c3ccccc3S2(=O)=O)n1,11,2,8,4,-5,0,2,-16,2,14,7
Cc1cc(SCC(=O)N/N=C/c2ccco2)nc2ccccc12,-27,-4,22,.,-9,0,15,-9,8,-3,-22
CC(C)CC(OC(=O)c1nsc(Cl)c1Cl)C(=O)NC1CCCC1 (stereo not drawn),-4,-10,-5,-3,4,18,-18,19,2,8,12
Cc1ccc(-c2nc(Nc3ccc(O)cc3)c3ccccc3n2)cc1,21,-34,-32,-2,2,-9,1,1,-16,.,-54
CCC(C)(C)n1nnnc1C(c1ccc(OC)c(OC)c1)N1CCN(c2ccc(F)cc2)CC1 (stereo not drawn),0,22,-7,8,3,-8,-10,15,14,.,-3
O=C(c1ccc(Br)s1)N1CCN(S(=O)(=O)c2ccccc2)CC1,-5,-8,5,-6,2,11,-5,20,-3,.,10
O=C(Nc1ccccn1)c1cccc(S(=O)(=O)N2CCc3ccccc3C2)c1,-23,19,6,5,-2,-21,-14,3,-10,7,-7
CNc1nc(NCc2ccc(C)cc2C)c2sccc2n1,13,25,29,.,-2,13,16,35,.,-11,19
Cc1cc(C)nc(N/N=C/c2ccccc2Cl)n1,2,-12,-33,.,3,-19,-46,-42,.,-6,-45
Cn1c(=NC(=O)C(C)(C)C)sc2cccc(F)c21,9,10,-11,-4,-2,-8,-11,5,-5,-12,-1
Cc1ccccc1NC(=O)Nc1nc2ccc(S(C)(=O)=O)cc2s1,-3,-32,-26,7,-4,-63,-65,-31,-20,4,-34
Cn1c(-c2cccc([N+](=O)[O-])c2)cnc1NCc1ccc(C#N)cc1,2,9,1,-1,6,-17,20,8,-5,-1,10
COc1cc(/C=C2\NC(=S)N(C)C2=O)ccc1O,6,-6,-23,-5,3,-3,-21,-17,-1,1,-21
O=C1[C@@H]2[C@@H]3C[C@@H]([C@H]4ON=C(c5ccc(Cl)cc5)[C@@H]34)[C@@H]2C(=O)N1C1CCCCC1,9,15,12,7,2,-18,-31,21,15,4,7
CCOC(=O)C1CCN(C(=O)CCC(=O)NNc2nc3ccccc3c3nc(C)nn23)CC1,-8,1,-1,-2,-4,-30,-1,-2,0,-7,-1
O=C(O)C1(NS(=O)(=O)c2ccc(F)c(Cl)c2)CCCCC1,-5,14,-14,4,-11,-11,-3,-4,-12,-5,6
Cc1ccc(C(=O)NNC(=O)c2ccncc2)cc1S(=O)(=O)N1CCCCC1,-1,5,-11,-3,-14,-8,9,-1,-8,8,-3

(list continues)
structure,TRAIL sens C8,NCOA3 inh,TROY NFkB inh,TLR9-MyD88 block,NOD2-RIPK2 inh,SRC1 inh,NCOA2 inhibitor,NR5A2 inv ag,EBV LMP1 NFkB,Vif imaging,NR2F2 inh
O=C(c1ccncc1)N1CCCC(N2CCN(c3ccc(F)cc3)CC2)C1 (stereo not drawn),0,-3,-5,-6,-6,-11,-6,2,5,6,6
O=C(NCCN1CCOCC1)c1cc(Br)ccc1Cl,-6,-9,-10,12,-5,13,-77,17,0,7,-56
Cc1nnc(SCC(=O)N2CCN(c3cccc(Cl)c3)CC2)n1C1CC1,-7,-12,-13,-4,-13,9,-19,-6,7,-9,17
Cc1ccccc1-n1c(=O)c(C#N)cc2c(=O)n3ccccc3nc21,-7,10,-17,-60,-60,-6,-27,-13,0,-8,-19
CCOc1ccccc1NC(=O)C1CCCN1C(=O)OCc1ccccc1 (stereo not drawn),-3,15,6,-34,-7,7,6,-2,-4,4,1
O=C(Nc1c2c(nn1-c1ccc(F)cc1)CS(=O)C2)c1ccc(S(=O)(=O)N2CCOCC2)cc1 (stereo not drawn),-6,6,-7,9,-12,-6,-10,-10,16,-2,20
Cc1nnc2sc(-c3ccco3)nn12,-10,10,1,6,5,-11,.,-16,4,-12,.
